Bioassay records from PubChem.
EPAC2 antagonist: qHTS for Antagonist of cAMP-regulated guanine nucleotide exchange factor 2 (EPAC2): primary screen. Rap guanine nucleotide exchange factor 4 (Homo sapiens), Q8WZA2. EPAC2 GEF exchange of Rap1B-BODIPY-GDP, fluorescence. Potency, µM (titrated, usually from 114 µM), inactives show at the highest dose activity, negative = inhibition, most hits filed as inhibitors. 0.18% of 360,000 active. AID 720708, 2013; also: potency is read from the fitted curve at half-maximal effect; % is scaled to controls: 0 for no effect and ±100 for the full control effect; nearly all actives have a fitted effect of over 45% in size; many of its hits are not listed in these tables
PLK1 PBD block: qHTS for Inhibitors of PLK1-PDB (polo-like kinase 1 - polo-box domain): Primary Screen. Serine/threonine-protein kinase PLK1 (Homo sapiens), P53350. Plk1 PBD binding of FITC phosphopeptide, fluorescence polarization. Potency, µM, without a hit: max response, negative = inhibition, actives largely listed as inhibitors. 2.8% of 360,000 active. AID 720504, 2013; also: potency is read from the fitted curve at half-maximal effect; series mostly up to about 57 µM; % is scaled to controls: 0 for no effect and ±100 for the full control effect; nearly all actives have a fitted effect of over 65% in size
Target sequence (P53350 whole entry, looked up, the tested form may be a part): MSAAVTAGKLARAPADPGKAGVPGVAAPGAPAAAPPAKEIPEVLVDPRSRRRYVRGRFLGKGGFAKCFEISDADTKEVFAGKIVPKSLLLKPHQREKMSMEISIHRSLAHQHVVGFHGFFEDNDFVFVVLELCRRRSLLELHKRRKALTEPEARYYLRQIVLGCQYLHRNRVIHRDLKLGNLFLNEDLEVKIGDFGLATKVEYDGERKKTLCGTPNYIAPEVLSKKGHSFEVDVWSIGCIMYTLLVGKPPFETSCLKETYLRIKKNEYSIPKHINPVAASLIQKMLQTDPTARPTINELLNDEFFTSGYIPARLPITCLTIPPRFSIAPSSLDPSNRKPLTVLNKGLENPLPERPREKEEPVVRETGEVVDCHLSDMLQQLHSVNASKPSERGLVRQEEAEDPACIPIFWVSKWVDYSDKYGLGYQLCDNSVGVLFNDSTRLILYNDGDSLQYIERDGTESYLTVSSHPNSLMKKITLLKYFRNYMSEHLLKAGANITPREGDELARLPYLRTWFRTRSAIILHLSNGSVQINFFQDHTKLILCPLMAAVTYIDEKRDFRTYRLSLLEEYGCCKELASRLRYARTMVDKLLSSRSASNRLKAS
EPAC1 agonist: qHTS for Agonist of cAMP-regulated guanine nucleotide exchange factor 3 (EPAC1): primary screen. Rap guanine nucleotide exchange factor 3 (Homo sapiens), O95398. EPAC1 agonist qHTS, biochemical assay; response scale: 100% = response to 6.5 mM cAMP. Potency, µM (titrated, usually from 154 µM), for the others: at the top dose activation, most hits filed as activators. 0.073% of 360,000 active. AID 720707, 2013; also: potency is read from the fitted curve at half-maximal effect; nearly all actives have a fitted effect of over 60% in size
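Multi-concentration qHTS readout: loss of Rap1B-bound BODIPY-GDP fluorescence driven by 100 nM EPAC1 with excess GDP (50 uM), monitored kinetically at room temperature; agonist response expressed relative to 6.5 mM cAMP.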
PI5P4K alpha inh: qHTS for Inhibitors of phosphatidylinositol 5-phosphate 4-kinase (PI5P4K); Phosphatidylinositol 5-phosphate 4-kinase type-2 alpha (Homo sapiens), P48426; PI5P4Kalpha enzyme, ADP-Glo luminescence, 60 min; hits give low values; max response, %; 1.2% of 330,000 active; AID 652105, 2013; active = max response of -50% or lower; inconclusive = between -30% and -50%; inactive = -30% or higher; also: value at the top dose of about 77 µM; % is scaled to controls: 0 for no effect and ±100 for the full control effect
Target sequence (P48426 whole entry, looked up): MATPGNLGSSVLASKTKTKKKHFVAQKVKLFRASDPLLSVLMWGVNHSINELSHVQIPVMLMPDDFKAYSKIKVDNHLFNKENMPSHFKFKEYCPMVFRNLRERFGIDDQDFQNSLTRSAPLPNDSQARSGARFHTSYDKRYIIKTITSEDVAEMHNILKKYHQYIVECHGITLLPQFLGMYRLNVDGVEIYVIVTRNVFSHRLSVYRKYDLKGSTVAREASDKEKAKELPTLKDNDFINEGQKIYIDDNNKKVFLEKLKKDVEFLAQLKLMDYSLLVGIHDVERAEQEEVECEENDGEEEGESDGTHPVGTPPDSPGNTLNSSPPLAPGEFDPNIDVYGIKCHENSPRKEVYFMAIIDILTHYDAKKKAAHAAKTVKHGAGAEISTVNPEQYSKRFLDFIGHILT
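Compounds were pin-transferred onto PI5P4Kalpha and substrate in HEPES pH 7.4 buffer with EGTA, CHAPS and 5% DMSO. ATP (5 microM final) started the reaction, which ran 60 minutes at room temperature before ADP-Glo detection.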
MmCpn inh: Inhibitors of TCP-1 ring complex (TRiC) of Methanococcus maripaludis (MmCpn): qHTS; 0.031% of 330,000 active; Potency, µM (highest dose often 76.9 µM), inactives show at the highest dose activity, negative = inhibition, hits mostly inhibitors; Chaperonin Mm-Cpn (Methanococcus maripaludis); purified Mm-Cpn ATPase, ADP Transcreener TR-FRET; AID 504842, 2011; also: potency is read from the fitted curve at half-maximal effect; % is scaled to controls: 0 for no effect and ±100 for the full control effect; nearly all actives have a fitted effect of over 80% in size
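ATPase turnover read by TR-FRET ADP competition (Eu cryptate antibody/ADP-d2, 665/590 nm): 10uM ATP final, 25nM Mm-CPN final, 30 min 37degC after 10-min compound preincubation, pH 7.4 Tris/KCl/MgCl2/DTT buffer.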
WRN inhibitor: qHTS for Inhibitors of WRN Helicase; WRN helicase unwinding, fluorescent forked duplex, kinetic; Potency, µM (doses to about 114 µM), inactives show at the highest dose activity change, negative = inhibition, usual class: inhibitors; Bifunctional 3'-5' exonuclease/ATP-dependent helicase WRN (Homo sapiens), Q14191; AID 651768, 2012; 0.46% of 360,000 active; also: potency is read from the fitted curve at half-maximal effect; % is scaled to controls: 0 for no effect and ±100 for the full control effect; nearly all actives have a fitted effect of over 55% in size
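Kinetic red-fluorescence monitoring (525/598 nm) tracks WRN helicase activity after 100 nM fluorophore-quencher forked duplex and 2 mM ATP are added to 20 nM enzyme pretreated 15 min at room temperature with compound.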
CCT chaperon mod: High-Throughput Screening for Modulators of Cytosolic Chaperonin Activity. activity change, % (concentration not given with the values), hits read low. 0.3% of 360,000 active. purified chaperonin ATPase assay, HTRF ADP detection, 30 min; in the data active = activity change below about -30%; also: % is scaled to controls: 0 for no effect and ±100 for the full control effect
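TRiC at 40 or 20 nM final (batch-dependent) in 30 mM Tris pH 7.4, 100 mM KCl, 5 mM MgCl2, 1 mM DTT, with compound at single 76 uM and 10 uM ATP, 30 min at 37 deg C. ADP detected by HTRF Transcreener, 665/615 ratio.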
EPAC1 antagonist: qHTS for Antagonist of cAMP-regulated guanine nucleotide exchange factor 3 (EPAC1): primary screen | 0.14% of 360,000 active | AID 720709, 2013 | Potency, µM (series often up to 115 µM), inactives show at the top dose activity change, negative = inhibition, hits mostly inhibitors | EPAC1 GEF assay, Rap1b-BODIPY-GDP exchange fluorescence | Rap guanine nucleotide exchange factor 3 (Homo sapiens), O95398;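 also: potency is read from the fitted curve at half-maximal effect; plate controls were vehicle for no effect and positive control for full effect; nearly all actives have a fitted effect of over 50% in size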
Active calls of the source: *; ? = inconclusive; / = no result given; [ ] = dose if it differs, or a comment. Unless noted, calls follow the shape of the dose curve; as a rule, active = well fitted curve in the direction sought with a large enough effect; inconclusive = small, poorly fitted or top-dose-only effect, or another doubt; inactive = no such curve, though single readings can be large; an effect the other way counts as inactive or inconclusive.

SMILES	EPAC2 antagonist	PLK1 PBD block	EPAC1 agonist	PI5P4K alpha inh	MmCpn inh	WRN inhibitor	CCT chaperon mod	EPAC1 antagonist
O=C(CSc1nnc(NC(=O)c2ccccc2)s1)NC1CCCC1	12%	1%	0%	-4	0%	-5%	1.2	10%
Cc1cc(C(=O)COc2cc(F)ccc2[N+](=O)[O-])c(C)n1CC1CCCO1 (centres undefined)	1%	-19%	5%	0	-1%	-5%	-1.7	-2%
COc1ccc(NC(=O)n2ncc3c(C)cccc32)cc1OC	-7%	5%	-1%	1	-3%	-3%	-0.3	2%
OC(COCc1cccs1)CN1CCN(c2ccccn2)CC1 (centres undefined)	-6%	-12%	6%	/	1%	1%	0.1	-15%
CN(C)CCCN(C(=O)c1ccc(S(=O)(=O)N(C)C)cc1)c1nc2ccc(F)cc2s1	3%[57.1 µM]	-16%	-3%	1	2%	2%	-3.3	-3%
O=C(NC1CC1)C1=C[C@H](c2ccc(Br)cc2)C[C@H](OCc2ccc(CO)cc2)O1	1%	1%	-14%	-1	0%	2%	-0.4	-10%
Cc1ccccc1C1CCCN(C(=O)c2cc(COc3c(F)cccc3F)on2)C1 (centres undefined)	-5%	3%	-9%	-3	?	-4%	-0.3	-10%
Cc1ccc(/C=C2\SC(=S)N(CCC(=O)NNS(=O)(=O)c3ccc(C)cc3)C2=O)cc1	-10%	2%	12%	-14	1%	-21%	-7.7	-1%
Cc1ccc(NC(=O)CSc2nc(N)c3cc4c(nc3n2)CCCC4)cc1	-19%	-2%	-15%	-11	-3%	-12%	0.7	-8%
COc1cccc(CNC(=O)COC(=O)c2cc([N+](=O)[O-])ccc2N2CCCC2)c1	4%	0%	10%	-4	?	4%	-3.6	-4%
O=C1CC(C(=O)Nc2ccc(F)c(Cl)c2)N=C(N2CCCCC2)N1 (centres undefined)	12%	-9%	-1%	3	1%	-12%	-0.1	12%
CS(=O)(=O)N(CC(=O)N1CCc2ccccc2C1)c1ccc(Br)cc1	-11%	-2%	5%	1	/	0%	-1.0	-8%
COc1cccc(NS(=O)(=O)c2cc3c(cc2C)N(C(C)=O)CCO3)c1	7%	-10%	-6%	-3	0%	3%	-6.4	-19%
COCCCNC(=O)c1cc(Sc2ccc(F)cc2)nc2ccccc12	23%	5%	-14%	2	0%	-25%[57.1 µM]	2.9	39%[activator]
Nc1cccc2c1C(=O)N(C(=O)c1ccc(S(=O)(=O)N3CCCCCC3)cc1)C2=O	-2%	-15%	6%	-15	-3%	-11%	1.0	-4%
O=C(O)CCC(=O)Nc1cccc(C(=O)c2ccccc2)c1	1%	-3%	-2%	3	0%	2%	-1.3	-18%
COc1ccc(CN(C)C(C)C(=O)Nc2ccc([N+](=O)[O-])cc2Cl)cc1OC (centres undefined)	18%	-6%	13%	8	0%	-7%	0.7	3%
COc1cc(/C=C/C(=O)O)cc(S(=O)(=O)N(CC(C)C)CC(C)C)c1OC	-14%	-23%	10%	-23	?	0%	-1.8	18%
Cc1cc(C)c2c(c1)c1nnc(SCCN3CCOCC3)nc1n2C	-3%	?	-6%	0	-1%	-4%	-0.7	15%
COc1ccc(OC)c(NC(=O)CN2CCN(C(=O)c3ccco3)CC2)c1	21%	?	3%	-2	0%	4%	2.4	10%
Cc1ccc(C(=O)NCC(=O)N(C)CC(=O)Nc2ccccc2Br)s1	0%	-11%	11%	6	2%	?	0.5	-6%
Cc1cc(NC(=O)C2CCCC2)nc2c1c(=O)oc1ccccc12	-13%	-11%	12%	2	1%	-41%[57.1 µM]	-3.5	2%
COC(=O)Cc1cc(=O)n2c(nc3ccccc32)[nH]1	-10%	-21%	-1%	1	/	-4%	-1.2	-1%
C=CCn1c(=O)/c(=C/c2ccsc2)s/c1=C(\C#N)C(=O)NCCN1CCOCC1	47%[activator]	18%	15%	-1	/	-16%	-4.9	15%
Cc1cccc(NC(=O)c2ccc(-c3ccccc3[N+](=O)[O-])o2)c1	5%	-22%	13%	-18	-17%	-3%	2.6	3%
CC(=O)c1cccc(NC(=O)CSC(=O)c2ccccc2)c1	-4%	?	-7%	-11	0%	-3%	-1.7	-8%
CCc1cccc(C)c1NC(=O)CNCc1ccccc1	-2%	0%	6%	9	1%	-5%	-0.5	-5%
CC(=O)Nc1ccc(Nc2cc(-c3ccccc3)nc3ncnn23)cc1	1%	-3%	-4%	-6	-3%	1%	-0.7	1%
O=C(NCCc1ccc(Cl)cc1)C1=CC=CN2CCS(=O)(=O)N=C12	28%	-5%	6%	0	1%	13%	-1.1	-15%
Cc1nc(Nc2ccc(Cl)c(Cl)c2)sc1C(=O)Nc1ccccc1	-15%	27µM*	2%	-9	-9%	-4%	-2.5	-13%
O=C(COC(=O)[C@@H]1CCCN1C(=O)c1cccs1)Nc1cccc([N+](=O)[O-])c1	-3%	-8%	5%	0	1%	5%	-0.4	-23%
COC(=O)c1ccccc1NC(=O)C1CCCO1 (centres undefined)	6%	-6%	-4%	-18	0%	-16%	1.4	1%
CCCCN(C)CC(O)Cn1cc(/C=C/C(=O)c2ccc(C)cc2)c2ccccc21 (centres undefined)	2%	-3%	3%	1	-4%	-9%	-0.5	-1%
CCN(CC)c1ccc(C=C2C(=O)OC(c3ccccc3)OC2=O)cc1 (centres undefined)	10%	?	0%	-2	0%	50µM*	0.7	-3%
O=C(Nc1nnc(COc2ccccc2)s1)c1ccco1	-8%	-9%	1%	-2	0%	-6%	-0.4	-5%
Cc1ccc(C(c2nnnn2Cc2cccs2)N2CCN(Cc3ccc4c(c3)OCO4)CC2)cc1 (centres undefined)	-8%	-21%	18%	0	-1%	-8%	-4.5	0%
N#Cc1cc2c(=O)n3ccccc3nc2n(CCCn2ccnc2)c1=N	-6%	-2%	-3%	0	-1%	-10%	-1.2	-4%
COc1ccc2nc(NC(=O)Cn3cnc4c(=O)n(C)c(=O)n(C)c43)sc2c1	0%	-29%	0%	-5	0%	-2%	2.1	-8%
CC(NC(=O)c1cc(-c2ccc(Br)cc2)on1)c1ccccc1 (centres undefined)	6%	-4%	6%	/	0%	2%	-1.1	15%
O=C(O)c1ccc(NC(CSCc2cccc(F)c2)C(=O)O)c([N+](=O)[O-])c1 (centres undefined)	-3%	-3%	-4%	/	1%	-5%	-1.0	6%
Cc1ccc(N2C(=O)[C@@H]3C(c4cccnc4)=NO[C@@H]3C2=O)c(C)c1	7%	-4%	6%	0	0%	-2%	0.5	-6%
CN1CCN(/N=C/c2ccc(-c3ccccc3)cc2)CC1	-2%	-19%	13%	1	4%	1%	-1.3	9%
O=C(c1cccc(COc2ccc(Cl)cc2Cl)c1)N1CCN(c2ccccn2)CC1	-1%	-7%	22%	/	/	-10%	-2.6	-4%
O=C(c1ccc(S(=O)(=O)N2CCOCC2)cc1)N(c1ccc(F)cc1)C1C=CS(=O)(=O)C1 (centres undefined)	5%	4%	0%	/	-3%	0%	1.2	15%
C[C@H]1CN([C@@H](C)CO)C(=O)CCCn2nncc2CO[C@@H]1CN(C)C(=O)Cc1ccccc1	7%	-8%	-9%	-8	/	2%	2.4	22%
CN(CC(=O)NCCN1CCN(Cc2ccccc2)CC1)S(=O)(=O)c1cccc2nsnc12	-2%	-7%	2%	/	2%	9%	-0.4	-3%
COc1ccc(N(CC(=O)Nc2cc(Cl)ccc2OC)S(=O)(=O)c2c(C)noc2C)cc1	-2%	-1%	3%	5	-1%	-5%	-1.3	1%
Cn1cccc/c1=N\c1cccc[n+]1C	9%	-5%	-11%	-15	-1%	-9%	0.7	-1%
O=C(/C=C/c1ccccc1Cl)c1cccnc1	-5%	?	3%	2	-10%	?	0.1	-9%
CCc1cccc(NC(=O)CN(C)S(=O)(=O)c2cccc3cccnc23)c1	5%	2%	-3%	1	-1%	-8%	0.2	-10%
Next part.
SMILES	EPAC2 antagonist	PLK1 PBD block	EPAC1 agonist	PI5P4K alpha inh	MmCpn inh	WRN inhibitor	CCT chaperon mod	EPAC1 antagonist
COC(=O)c1ccc(NC(=O)C(=O)c2c[nH]c3ccccc23)cc1	-5%	-3%	-4%	-6	-1%	8%	-1.0	0%
COc1ccc(CNC(=S)NCc2ccc(F)cc2)cc1OC	8%	-1%	-11%	0	1%	8%	0.0	-30%
COc1cccc(N2CCN(S(=O)(=O)c3ccc(-c4cnc(C5CC5)o4)cc3)CC2)c1	-6%	-13%	9%	-1	1%	-10%[57.1 µM]	-2.5	-7%
CCOC(=O)N1CCN(C(=O)CSc2nnc(-c3cc(OC)cc(OC)c3)o2)CC1	1%	2%	3%	8	2%	-4%	-0.3	5%
Oc1cccc(NC(=S)Nc2ccc(SC(F)F)cc2)c1	?	-8%	9%	0	1%	-3%	-0.3	-29%
N#Cc1cc2c(cc1NC(=O)CCn1cnnn1)OCO2	7%	-6%	4%	2	-3%	0%	-0.2	-2%
CCOC(=O)c1c(NC(=O)C2CC=CCC2C(=O)O)sc(C)c1CC (centres undefined)	-5%	27µM*	5%	?	-4%	-6%	-0.6	-26%
CC(C)c1nc2oc3c(N4CCNCC4)ncnc3c2c2c1CCC2	1%	-19%	-12%	0	/	7%	-1.3	-16%
O=C(NCc1ccccc1)C1=C[C@H](C2CCCCC2)C[C@H](OCc2ccc(CO)cc2)O1	-14%	-14%	-20%	3	/	1%	-1.0	-16%
COc1ccccc1OCCn1c(=S)[nH]c2ccccc21	16%	?	-6%	1	-8%	-23%	0.6	-2%

Not all compounds are listed (hit frequency here may not be typical).
